CTSL1 counter: cathepsin L1 inhibition, PFM18AAP counter-screen. inhibition, % at 5.96 µM. recombinant F. hepatica cathepsin L1, Z-Leu-Arg-MCA fluorescence. AID 1906. hit rate 0.49% among 300,000;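 active means inhibition above the mean of all tested compounds plus 3 SD, set per screening campaign, cut at about 17% in these data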;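 further: 0% = plate median of test compound wells and 100% = 1 µM Z-Phe-Ala-diazomethylketone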
PP1 inh: counter-screen for PP5 inhibitors: inhibitors of human PP1-alpha | P62136 | hit rate 0.9% among 320,000 | purified PP1alpha, OMFP fluorescence | inhibition, % at 6.7 µM;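 active means inhibition above the mean inhibition of all tested compounds plus 3 SD, computed separately for each screening campaign, cut at about 15% in these data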
TPT1 inhibitor: inhibitors of Candida albicans tRNA 2'-phosphotransferase TPT1. hit rate 0.81% among 300,000. AID 1962. inhibition, % at 5 µM. recombinant caTPT1, FP RNA substrate dephosphorylation;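 active means inhibition above the mean of all tested compounds plus 3 SD, set per screening campaign, cut at about 24% in these data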;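 further: plate controls were DMSO alone for no effect and ferristatin control at 100 nM for full effect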
proCasp7 act: counter-screen for procaspase-3 activators: activators of human procaspase-7; P55210; recombinant procaspase-7, Ac-DEVD-pNA absorbance 405 nm; D23A/D198A/D206A triple mutant, cannot self-cleave; scale: DMSO 0, 5 µM enzyme 100; activation, % at 8.5 µM; hit rate 0.093% among 330,000; AID 463210;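 active means percent activation above the screen-wide mean plus 3 SD, cut at about 25% in these data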
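Assay system: Uncleavable procaspase-7 mutant enzyme; Input: 2 µM procaspase-7 mutant as dispensed; Also added: DEVD-pNA substrate; Medium: Zinc-free HEPES pH 7.4 with 300 mM NaCl, 0.01% Triton X-100; Timing: 1 h compound preincubation, 2 h substrate cleavage, 25 °C; Measured by: Epi-absorbance of released pNA at 405 nm, two timepoints.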
Efflux pump mplx: blocks antifungal efflux pumps in multiplex yeast assay; S. cerevisiae Candida pump triplex, Nile Red efflux; inhibition, % at 10 µM; hit rate 0.44% among 330,000; AID 485275;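 active means plate passing quality check with inhibition over a set limit, or well fluorescence over plate mean plus 4 SD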;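 further: Nile Red retained in pooled yeast measured as flow cytometry median fluorescence; 0% = buffer negative control and 100% = Enniatin B positive control; higher means more Nile Red kept so more efflux inhibition; some compounds called inactive have numbers as strong as hits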
GASC-1 inh: blocks human GASC-1 demethylase activity | Q9H3R0 | GST-JMJD2C(1-420) H3K9me3 demethylation, DELFIA europium | inhibition, % at 2.35 µM | hit rate 0.069% among 330,000 | AID 2099;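 active means more than half of a compound's replicate wells show inhibition beyond 50%, single wells judged on their own value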;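 further: signal counts dimethyl H3K9 product captured on neutravidin plate; 0% = median of DMSO wells and 100% = 0.3 times that DMSO median; strong numbers were not always called active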
Target sequence (Q9H3R0 1-420 limits assumed): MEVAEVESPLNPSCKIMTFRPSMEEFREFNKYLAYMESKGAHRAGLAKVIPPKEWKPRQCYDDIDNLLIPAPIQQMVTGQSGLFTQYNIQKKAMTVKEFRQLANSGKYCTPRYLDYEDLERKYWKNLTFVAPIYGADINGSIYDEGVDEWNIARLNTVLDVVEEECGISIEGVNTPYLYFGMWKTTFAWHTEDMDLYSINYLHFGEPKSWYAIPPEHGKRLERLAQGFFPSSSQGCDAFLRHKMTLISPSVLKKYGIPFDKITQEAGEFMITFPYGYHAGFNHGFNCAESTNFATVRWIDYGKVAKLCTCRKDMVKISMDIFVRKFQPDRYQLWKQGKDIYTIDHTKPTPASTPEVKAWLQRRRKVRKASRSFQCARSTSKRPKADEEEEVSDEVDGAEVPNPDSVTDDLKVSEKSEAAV
PP5 inh: blocks human protein phosphatase 5 activity. P53041. purified PP5c, OMFP substrate fluorescence. inhibition, % at 6.7 µM. hit rate 0.18% among 320,000;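 active means inhibition above the campaign's mean inhibition across all tested compounds plus 3 SD, cut at about 9.5% in these data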;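 further: 0% = DMSO only and 100% = 100 µM cantharidin control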
Target sequence (P53041 whole entry, looked up): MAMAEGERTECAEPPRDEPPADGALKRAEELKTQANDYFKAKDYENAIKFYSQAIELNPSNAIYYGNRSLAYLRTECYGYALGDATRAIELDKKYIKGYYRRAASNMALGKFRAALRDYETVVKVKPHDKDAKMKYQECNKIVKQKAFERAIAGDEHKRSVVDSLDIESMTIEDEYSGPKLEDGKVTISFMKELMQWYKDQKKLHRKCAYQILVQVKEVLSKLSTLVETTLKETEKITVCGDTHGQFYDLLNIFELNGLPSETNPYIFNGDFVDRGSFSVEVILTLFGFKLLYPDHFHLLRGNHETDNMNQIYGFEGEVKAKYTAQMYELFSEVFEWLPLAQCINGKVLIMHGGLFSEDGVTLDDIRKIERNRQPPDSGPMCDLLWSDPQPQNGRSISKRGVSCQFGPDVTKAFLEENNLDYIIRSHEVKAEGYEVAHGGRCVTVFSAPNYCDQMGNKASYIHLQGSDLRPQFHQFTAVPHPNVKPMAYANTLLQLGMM
core dimer inh: blocks dimerization of HCV core protein; TR-FRET GST/Flag-core106 dimerization, 1536-well; inhibition, % at 5 µM; hit rate 0.33% among 300,000;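 active means inhibition above the mean of all tested compounds plus 3 SD, set per screening campaign, cut at about 45% in these data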
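assay system = GST-tagged and Flag-tagged HCV core protein residues 1-106 | controls = unlabelled core106 and no-GST-core106 wells | incubation = compound-protein-antibody incubation 4 h at 22.5 °C | probe or stimulus = Eu donor and XL665 acceptor anti-tag antibodies | read-out = % inhibition based on acceptor/donor emission ratio | signal = TR-FRET 671 and 617 nm emission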
proCasp3 act: activates human procaspase-3 | activation, % at 8.5 µM | recombinant procaspase-3 D3A, Ac-DEVD-pNA absorbance 405 nm | hit rate 0.11% among 330,000;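 active means activation above the mean of all tested compounds plus 3 SD, cut at about 21% in these data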;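 further: 0% = DMSO alone and 100% = DMSO wells spiked with extra 5 µM PC-3 D3A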
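Assay system – Procaspase-3 D3A mutant · Benchmarks – DMSO low control, extra-enzyme high control · Technique – 405 nm absorbance of p-nitroaniline, reads at 0 and 120 min · Doses – 8.5 µM nominal · Measure – % activation between DMSO and enzyme-spiked controls · Also added – Ac-DEVD-pNA chromogenic peptide substrate · Schedule – 1 h compound preincubation, 2 h substrate hydrolysis at 25 °C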
Starred values were filed as active, the others as inactive; x = not tested or not shown.

SMILES | CTSL1 counter | PP1 inh | TPT1 inhibitor | proCasp7 act | Efflux pump mplx | GASC-1 inh | PP5 inh | core dimer inh | proCasp3 act
CC(C)(C)NCc1cc(Br)ccc1OCc1cccs1 | -1 | -1 | 0 | 1 | 0.7 | -12 | 1.7 | -10 | 4
CC(C)(C)NC(=O)COc1coc(CN2CCN(C(=O)c3ccco3)CC2)cc1=O | 0 | -6 | -2 | -2 | -0.1 | 0 | -1.6 | -7 | -5
COc1ccc(N(CC(O)Cn2c(C)nc3ccccc32)S(=O)(=O)c2ccc(C)cc2)cc1 (stereo unspecified) | -3 | 2 | -3 | -1 | 0.0 | -27 | 2.7 | -3 | -4
CCOC(=O)N1CCN(C(=O)C2CC(c3ccccc3OC)=NO2)CC1 (stereo unspecified) | 0 | -1 | -1 | -2 | -0.1 | -5 | 1.5 | 0 | 7
CC(=O)NC(Cc1ccc(F)cc1)C(=O)NC1CCN(C(=O)Nc2ccccc2C)CC1 (stereo unspecified) | -1 | -1 | -5 | 2 | 0.1 | 9 | -0.6 | -7 | -12
COc1cc(S(=O)(=O)N2CCN=C2c2ccccc2)ccc1Cl | 4 | -5 | 3 | 2 | 2.9 | -7 | 0.4 | 1 | 3
COc1ccccc1-c1noc(CCC(=O)Nc2cc(C(F)(F)F)ccc2Cl)n1 | 0 | 2 | 0 | -3 | 0.2 | 6 | 4.3 | 6 | 7
COc1ccc(-c2ccc(C)cc2)cc1[C@H]1[C@@H]2C=CCC[C@@]2(C)C(=O)N1Cc1ccccc1 | 3 | 4 | -4 | 0 | 0.1 | -5 | 1.8 | 5 | 5
N#C/C(=C\c1ccc(-c2cccc([N+](=O)[O-])c2)o1)C(=O)Nc1nc(-c2cccs2)cs1 | 3 | 3 | 3 | -4 | 0.1 | -10 | 2.2 | 43 | -3
Cc1sc2c(=O)n3c(nc2c1C(=O)NCCCN1CCOCC1)CCCCC3 | 0 | -2 | -2 | 4 | 0.0 | -5 | -2.3 | -1 | 3
CC(=O)c1c(C)[nH]c(C(=O)CN(C)CC(=O)Nc2ccccc2Cl)c1C | x | x | x | 12 | 0.0 | -4 | x | x | 9
CN(C)CCNC(=O)C(=O)NCC1OCCN1S(=O)(=O)c1ccc2c(c1)OCCO2 (stereo unspecified) | 3 | -4 | -2 | 3 | -0.1 | -2 | -1.7 | -1 | 13
Cc1ccc(C)n1-c1ccc(C(=O)Nc2ccccc2)cc1 | 2 | -1 | 7 | -2 | 0.0 | 9 | -1.2 | 21 | -8
Cn1cc(S(=O)(=O)N2CCCC2)cc1C(=O)Nc1cccc(C(F)(F)F)c1 | 0 | -4 | 0 | 4 | -0.1 | 8 | 4.8 | 3 | 3
Cc1onc(-c2ccccc2)c1C(=O)OCc1nnc(-c2ccc([N+](=O)[O-])cc2)o1 | x | 1 | x | -9 | 0.0 | -6 | 3.4 | x | 4
Cc1c(C)n2c(SCC(=O)NCc3ccc4c(c3)OCO4)nnc2[nH]c1=O | 4 | -1 | 2 | 9 | 0.1 | -12 | -1.0 | -1 | 3
O=S(=O)(c1cccc(C(F)(F)F)c1)N1CCN(c2ccccc2)CC1 | 2 | 1 | -2 | 4 | 0.0 | -5 | 6.3 | 1 | -5
COc1cc(NC(=O)Nc2cccc([N+](=O)[O-])c2)cc(OC)c1 | 1 | -3 | 2 | 1 | -0.1 | x | 2.7 | 5 | 6
COc1ccccc1N1C(=O)C2CCC(c3ccccc3)CC2C1=O (stereo unspecified) | -3 | -2 | -3 | 2 | -0.1 | 2 | 0.9 | 6 | -2
Cc1nc2nc(C)c(CCC(=O)N3CCN(c4ccccn4)CC3)c(C)n2n1 | 4 | -2 | 3 | -6 | 0.3 | 3 | 3.7 | -3 | -1
Cc1ccccc1C(=O)Nc1ccc(N2CCCCCC2)cc1 | 4 | 1 | 3 | -8 | 0.0 | -4 | 1.7 | -11 | 6
Cc1cc(C)nc(N2CCCC(C(=O)NCc3ccccc3)C2)n1 (stereo unspecified) | -3 | -1 | -3 | -11 | -0.1 | -40 | 0.5 | -9 | 6
Cc1nn(C)c(C)c1NC(=O)CCCSc1nc(-c2ccco2)cc(C(F)(F)F)n1 | 9 | -4 | 0 | 1 | -0.2 | 1 | 1.1 | -3 | -3
NCCCCCc1nnc(SC/C=C/c2ccccc2)o1 | 0 | -4 | 0 | 9 | -0.1 | 6 | 4.3 | -2 | 2
CCOC(=O)C1(Cc2cccc(OC)c2)CCN(Cc2cc(OC)ccc2OC)CC1 | 2 | -1 | -8 | 2 | -0.2 | -5 | 0.5 | -2 | 2
COc1cccc(CC(=O)Nc2nc3c(s2)C(=O)CC(C)(C)C3)c1 | -1 | -1 | -2 | 1 | -0.1 | -9 | -1.4 | 2 | 3
C=CCc1cc(Cl)ccc1OCCOCCNCCOC | -5 | 0 | -4 | 8 | -0.1 | -4 | 2.9 | -8 | 1
CCN1C(=O)CSc2ccc(C(=O)NCc3ccccc3OC)cc21 | 1 | 1 | -2 | -6 | 0.2 | 4 | 2.2 | 1 | 3
CC(CCn1cccn1)NC(=O)c1cc(COc2ccc(F)cc2Cl)on1 (stereo unspecified) | -3 | 0 | 4 | 0 | -0.1 | 0 | 1.2 | -1 | -9
CC1CN(c2nc3ccccc3nc2C(C#N)C(=O)OC2CCCCC2)CC(C)O1 (stereo unspecified) | -1 | -3 | 2 | 9 | 0.2 | 3 | 1.0 | 2 | -3
O=c1c2ccccc2nc2n1C(CBr)CS2 (stereo unspecified) | -5 | -3 | -1 | 9 | 0.1 | 4 | -1.2 | -6 | -3
CNC(=S)N(Cc1cccs1)Cc1cc2ccc(OC)cc2[nH]c1=O | 6 | -2 | 0 | 11 | 0.0 | -7 | 1.1 | 0 | -8
COc1ccccc1CN1CN(S(=O)(=O)c2ccccc2)c2nc3ccccc3nc21 | 3 | 4 | -2 | 6 | 0.0 | 2 | -1.3 | 6 | 8
CCOC(=O)N1CCN(C2=C(NS(=O)(=O)c3ccc(NC(C)=O)cc3)C(=O)c3ccccc3C2=O)CC1 | -2 | -5 | 3 | -10 | 0.0 | 2 | 5.1 | -34 | -1
CC(=O)/C=C(\C)N=Nc1c(O)[nH]c2ccccc12 | 0 | 1 | -1 | 3 | -0.1 | 6 | 0.4 | -7 | 7
CC(C)(C)NC(=O)/C(=C/c1ccccc1F)NC(=O)c1ccc([N+](=O)[O-])cc1 | -2 | 2 | -3 | -2 | -0.1 | -5 | 2.8 | -6 | 5
COc1ccc(/C=N/NC(=O)c2cc(Br)ccc2O)cc1Cn1cc(Cl)cn1 | 1 | 5 | 14 | -21 | -0.3 | -18 | 1.6 | 1 | -9
O=c1[nH]c(C2CCCCC2)nc2ccccc12 | 1 | 6 | -3 | 2 | -0.8 | -24 | 3.6 | -15 | 1
Cc1cc(NCCCn2ccnc2)n2nc(-c3ccc(Cl)cc3)cc2n1 | 8 | 6 | -1 | -3 | -0.1 | -34 | -0.3 | -7 | -2
CCOc1ccccc1NC(=O)CSc1nnc(-c2ccco2)o1 | -4 | 4 | -2 | 0 | 0.1 | 12 | 3.6 | -5 | 7
O=C(Cc1ccc([N+](=O)[O-])cc1)c1c(O)cc(O)cc1O | -1 | 2 | -1 | 1 | -0.1 | -13 | 2.6 | -5 | 7
Cc1ccccc1-n1c(SCC(=O)N(C)C2CCS(=O)(=O)C2)nnc1-c1ccncc1 (stereo unspecified) | 1 | -2 | 0 | 12 | -0.2 | -6 | -1.1 | 0 | 4
COc1ccc(NC(=O)Cn2c(=O)n(-c3ccc(OC)cc3OC)c(=O)c3c(C)c(C)sc32)cc1 | -3 | 0 | 1 | 14 | -0.2 | 2 | 0.9 | 3 | 2
O=C(O)CCCCCNC(=O)c1ccncc1 | -2 | -3 | -1 | 11 | 0.0 | 4 | 1.2 | 1 | 10
Cc1ccc(C(=O)NCCn2ccc3ccccc32)cc1[N+](=O)[O-] | -4 | 1 | -4 | 5 | -0.1 | 6 | -0.2 | 1 | -5
CCCC(=O)Nc1nnc(-c2ccc3c(c2)OCCO3)o1 | 7 | 1 | -4 | 0 | -0.1 | 0 | -0.5 | -3 | 1
CCOC(=O)CCC(NC(=O)CCCC(=O)NC(CCC(=O)OCC)C(=O)OCC)C(=O)OCC (stereo unspecified) | -1 | -1 | 4 | -2 | 0.3 | -13 | -2.1 | 3 | -5
COc1ccc(Nc2nc(N)nc(CN3CCC(C)CC3)n2)cc1 | -3 | 6 | 4 | 9 | 0.1 | -16 | -1.5 | -3 | -7
Cn1c(S(=O)(=O)O)nc2ccccc21 | -1 | -3 | -4 | -7 | 0.0 | 10 | -1.6 | -3 | -4
O=C(CSc1nnnn1C1CCCC1)NCc1ccccc1 | 1 | -1 | 0 | 5 | -0.1 | 7 | 0.3 | 8 | 6
Other results:
SMILES | CTSL1 counter | PP1 inh | TPT1 inhibitor | proCasp7 act | Efflux pump mplx | GASC-1 inh | PP5 inh | core dimer inh | proCasp3 act
COC(=O)C(NC(C)=O)(Nc1cc(C)ccn1)C(F)(F)F (stereo unspecified) | 2 | 1 | 2 | 5 | 0.2 | 8 | -2.4 | -3 | 10
CC(c1nnc(SCC(=O)Nc2cccnc2Cl)n1Cc1ccccc1)N(C)C (stereo unspecified) | -4 | -4 | 0 | 1 | -0.1 | -8 | 4.0 | -2 | 0
COCCn1c(SCc2cc(=O)n3ccsc3n2)nnc1-c1ccncc1 | -2 | -3 | -1 | 0 | 0.2 | -5 | -0.4 | -1 | -3
O=C(O)c1ccc(N2C(=O)CC(SC(=NCc3ccc4c(c3)OCO4)Nc3ccccc3)C2=O)cc1 (stereo unspecified) | -4 | 9 | -1 | 2 | -0.1 | -5 | 4.0 | 17 | 0
N#C/C(=C\c1ccc(-c2ccc(C(=O)O)cc2)o1)C(=O)NCC1CCCO1 (stereo unspecified) | 2 | 7 | 4 | -7 | 0.3 | 1 | 3.1 | -17 | -1
Cc1cc(C(=O)N/N=C/C=C/c2ccc(Br)cc2)n[nH]1 | 3 | -2 | 0 | -1 | -0.1 | -4 | -0.4 | -11 | 8
O=C(COc1ccccc1)Nc1ccc2[nH]c(=O)[nH]c2c1 | -2 | -7 | -3 | 2 | -0.1 | 10 | 0.2 | -3 | 0
O=C(COc1ccccc1)Nc1nnc(-c2ccc(F)cc2)o1 | 3 | 11 | 2 | -4 | 0.3 | 14 | 1.5 | -23 | -1
Cc1cc(C(=O)CN2C(=O)NC(c3ccccc3)(c3ccccc3)C2=O)c(C)n1Cc1ccccc1 | -1 | 13 | 11 | 1 | 0.1 | -3 | 1.1 | 45 | 7

Screening data: PubChem BioAssay, several laboratories
